Screening data deposited in PubChem by Emory University Molecular Libraries Screening Center.
14-3-3 PPI: modulators of 14-3-3 gamma protein binding, primary screen, biochemical, fluorescence polarization. 14-3-3 protein gamma (Homo sapiens), P61981. 160,000 tested, 0.19% active. FP, 14-3-3gamma / TMR-pS259-Raf peptide binding. inhibition, % at 40 µM; in the data active = inhibition above about 30%;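 note: 0% = protein plus tracer without compound and 100% = blank with tracer alone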
Target sequence (P61981 whole entry, looked up): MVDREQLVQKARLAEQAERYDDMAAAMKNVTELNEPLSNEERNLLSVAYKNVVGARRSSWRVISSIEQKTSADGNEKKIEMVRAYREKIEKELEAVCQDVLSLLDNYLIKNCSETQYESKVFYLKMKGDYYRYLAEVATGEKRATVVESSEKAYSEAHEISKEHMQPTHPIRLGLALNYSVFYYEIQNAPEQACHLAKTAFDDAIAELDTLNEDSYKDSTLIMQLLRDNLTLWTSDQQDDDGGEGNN
Numbers without * were called inactive; & = joins results of further samples. An excerpt; the hit share may differ from the screen's.

| Compound | 14-3-3 PPI |
| --- | --- |
| Nc1cc(OC(=O)c2ccccc2F)nn1S(=O)(=O)c1ccc(F)cc1 | -4.7 |
| CCN(CC)CCCNC(=O)c1[nH]c(C)c(C(C)=O)c1C | 1.7 |
| Cn1nc(C(=O)Nc2cccnc2)c2ccccc2c1=O | 3.9 |
| Cc1cc(C)nc(N2CCCC(C(=O)NCc3cccc(C(F)(F)F)c3)C2)n1 (stereo unspecified) | -3.5 |
| CCCCSc1nc2c(c(=O)[nH]1)CCC2 | 0.8 |
| Nc1ccc(S(=O)(=O)NCc2ccccn2)cc1 | 7.2 |
| Cc1c(N)ccc2[nH]c(-c3ccc(N)cc3)nc12 | -32.8 |
| COc1cc(C(=O)N2N=C(C3CC3)CC2(O)C(F)(F)F)cc(OC)c1OC (stereo unspecified) | 0.0 |
| CC1c2nc3ccccc3n2C(CC(=O)NCc2ccccn2)C(=O)N1Cc1ccccc1 (stereo unspecified) | 0.6 |
| COc1cccc(C2CC(c3ccc(Cl)cc3)=NC(c3cccc(F)c3)N2)c1O (stereo unspecified) | 5.0 |
| CC1=C(C)CC2C(=O)N(c3ccc(N(C)C)cc3)C(=O)C2C1 (stereo unspecified) | 0.4 |
| CCOC(=O)c1ccccc1NC(=O)c1ccc(OC)c(OC)c1 | -23.9 |
| Cc1ccc2nc(-c3cccc(Oc4ccc([N+](=O)[O-])cc4)c3)oc(=O)c2c1 | -4.5 |
| Cc1cc(NC(=O)CCCN2C(=O)c3cccnc3C2=O)no1 | 2.3&0.1 |
| Cc1ccc2c(CC(=O)Nc3c(C)n(C)n(-c4ccccc4)c3=O)coc2c1 | -11.2 |
| CCOC(=O)c1nnn(-c2nonc2N)c1CNc1ccc(C)c(Br)c1 | -13.7 |
| Cc1cc(C)cc(-n2ccnc2SCC(=O)Nc2nc3ccc(C)cc3s2)c1 | -1.7 |
| O=C(CSCc1ccc(C(=O)O)cc1)Nc1ccccc1 | -3.0 |
| CC(=O)c1ccc(OCC(O)CN2C(C)(C)CC(O)CC2(C)C)cc1 (stereo unspecified) | -0.1 |
| Cn1c(-c2cc(Cl)ccc2O)n[nH]c1=S | 1.8 |
| Cc1ccc(C(=O)NCc2n[nH]c(=S)n2-c2cccc(Cl)c2)cc1 | 0.0 |
| CCCCC(=O)Nc1nc2c(OC)ccc(OC)c2s1 | 2.5 |
| CNC(=O)c1ccc(CNS(=O)(=O)c2ccc(C)cc2)cc1 | 3.0 |
| Cc1ccccc1C(=O)N1CC(=O)Nc2ccc(Cl)cc2C1c1ccc(F)cc1 (stereo unspecified) | 1.5 |
| Cc1cccn2c(=O)c3cc(C(=O)NC4CCCC4)c(=N)n(C(C)C)c3nc12 | -3.5 |
| O=C(CSc1nnc2sc3ccccc3n12)Nc1ccccc1Cl | -4.3 |
| O=C(C[n+]1cccc2ccccc21)c1ccc(Br)cc1 | -39.5 |
| Cc1sc(C(=O)O)c(-n2c(C)ccc2C)c1C | -35.2 |
| O=C(CSc1nnc(-c2ccncc2)n1-c1ccccc1)NCc1ccccc1 | -0.9 |
| O=c1[nH]c2c(n(C3CCCCC3)c1=O)CCC2 | -1.4 |
| COc1ccccc1N1C(=O)C2C(C(C)=O)=NN(c3ccccc3)C2C1=O (stereo unspecified) | 9.3 |
| COc1ccccc1C1NC(=O)NC(C)=C1C(=O)OCCSC (stereo unspecified) | 2.9 |
| CSC1=NCCN1C(=O)c1ccc(S(=O)(=O)N2CCCCC2)cc1 | 2.7 |
| COC(=O)c1[nH]c2cc(OC)ccc2c1NC(=O)CCN1CCCCC1 | 0.6 |
| CCCc1n[nH]c2c1C(=O)C(C(=O)OC)C(C)(C)C2 (stereo unspecified) | -2.6 |
| CSc1nnc2n(C3CCCCC3)c(=O)c3c4c(sc3n12)CCCC4 | 5.0 |
| COc1ccc2c3c(cccc13)C(=O)c1ccccc1-2 | 32.5* |
| O=C(C[n+]1cccc(CO)c1)Nc1nccs1 | -21.1 |
| COc1cccc(-c2cc(C(=O)Nc3cc(C)on3)no2)c1 | -1.9 |
| COCCCNC(=O)c1c[nH]c2ccc(S(=O)(=O)N(C)c3c(C)cccc3C)cc2c1=O | -10.2 |
| O=C(NCc1ccccc1)c1ccc2c(=O)n(Cc3ccc4c(c3)OCO4)c(=O)[nH]c2c1 | -18.2 |
| CNC(=O)CC1Nc2ccccc2NC1=O (stereo unspecified) | -18.3 |
| C=CCNC(=O)c1c[nH]c2ccc(S(=O)(=O)N(C)c3ccccc3OCC)cc2c1=O | -13.9 |
| CCCCCOC(=O)C1=C(C)NC(=S)NC1c1ccccc1 (stereo unspecified) | 8.5 |
| CCOC(=O)c1sc2nc(SCC#N)n(Cc3ccc4c(c3)OCO4)c(=O)c2c1C | -3.2 |
| COc1ccc(N2C(=O)C(C)C(Cc3ccc(C)cc3)C2=O)cc1 (stereo unspecified) | -8.3 |
| Cc1ccc(S(=O)(=O)N2CCC(C(=O)N3CCCC(C(F)(F)F)C3)CC2)cc1 (stereo unspecified) | -8.1 |
| Cn1c(SCC(=O)Nc2ccc(F)cc2)nnc1-c1cccnc1 | -1.1 |
| Cc1cc(C)c(-c2csc(NC(=O)c3ccc(S(=O)(=O)N(C)C)cc3)n2)c(C)c1 | 13.9 |
| COC(=O)c1c(C)[nH]c(C(=O)COC(=O)Cc2ccc3c(c2)OCCO3)c1C | -0.5 |
| CCCOC(=O)c1cccc(NC(=O)COc2cccc(Br)c2)c1 | -5.2 |
| CC1=C(C(=O)Nc2ccccc2)C(c2cccc(O)c2)n2nc(SCc3ccccc3)nc2N1 (stereo unspecified) | -1.3 |
| COc1ccc(C2C(C(N)=O)=C(C)Nc3nc(-c4ccccc4Cl)nn32)c(OC)c1 (stereo unspecified) | 0.1 |
| O=C(Nc1c2c(nn1-c1ccc(F)cc1)CSC2)c1ccc(S(=O)(=O)N2CCCCC2)cc1 | -4.7 |
| Cn1c(CNc2ccccn2)c(C#N)c2ccccc21 | 4.7 |
| Cc1onc(-c2ccccc2Cl)c1C(=O)NC12CC3(C)CC(C)(CC(C)(C3)C1)C2 | -2.5 |
| O=C(NCc1ccco1)C(c1cccnc1)N(C(=O)Cn1nnc2ccccc21)c1ccccc1 (stereo unspecified) | 1.1 |
| COCCCNC(=O)c1cccc([N+](=O)[O-])c1C | 6.1 |
| COc1cc(C2C3=C(Nc4ncnn42)c2ccccc2CC3)cc(OC)c1OC (stereo unspecified) | -6.5&-1.7 |
| CCN(CC)CCNC(=O)c1cc2c(=O)oc3ccccc3c2s1 | -1.7 |

Grouped by structure: the entries above containing a nitro group on carbon
| Compound | 14-3-3 PPI |
| --- | --- |
| Cc1ccc2nc(-c3cccc(Oc4ccc([N+](=O)[O-])cc4)c3)oc(=O)c2c1 | -4.5 |
| COCCCNC(=O)c1cccc([N+](=O)[O-])c1C | 6.1 |

A draw from above in order of length of the SMILES, falling.
| Compound | 14-3-3 PPI |
| --- | --- |
| Cc1cc(C)c(-c2csc(NC(=O)c3ccc(S(=O)(=O)N(C)C)cc3)n2)c(C)c1 | 13.9 |
| COc1ccccc1N1C(=O)C2C(C(C)=O)=NN(c3ccccc3)C2C1=O (stereo unspecified) | 9.3 |
| COc1ccc2c3c(cccc13)C(=O)c1ccccc1-2 | 32.5* |
| CNC(=O)CC1Nc2ccccc2NC1=O (stereo unspecified) | -18.3 |

Other compounds follow.
| Compound | 14-3-3 PPI |
| --- | --- |
| COc1ccc(OC)c(C2C(C(=O)OC3CCCC3)=C(C)NC3=C2C(=O)CC(C)(C)C3)c1 (stereo unspecified) | -0.4 |
| CCOc1cc(CN2CCN(C(=O)c3cc(OC)cc(OC)c3)CC2)ccc1OC | -6.9 |
| Cc1ccc(NC(=O)c2ccc(F)c(S(=O)(=O)N3CCc4ccccc4C3)c2)cc1F | -6.8 |
| O=C(OCCCN1C(=O)c2ccccc2C1=O)C(Cc1ccccc1)N1C(=O)c2ccccc2C1=O (stereo unspecified) | -17.7 |
| COC(=O)C1=C(C)N=C2SCCC(=O)N2C1c1ccc(C(=O)OC)cc1 (stereo unspecified) | -6.0&-7.6 |
| Cc1ccc(CNc2cc(-c3nn4c(C)nnc4s3)ccc2C)s1 | -5.5 |
| O=C(Nc1ccc2c(c1)OCO2)N1CCN(S(=O)(=O)c2ccc(Cl)cc2)CC1 | -8.4 |
| COC(=O)c1ccc2c(=O)n(CCN3CCOCC3)c(SCc3cccc([N+](=O)[O-])c3)nc2c1 | -12.4 |
| COCCN1C(=O)c2oc3ccccc3c(=O)c2C1c1ccc(O)c(OC)c1 (stereo unspecified) | -1.5 |
| N#Cc1nc(COc2ccc(Cl)cc2Cl)oc1N1CCOCC1 | -0.9 |
| CCN(CC)CCCNC(CC(=O)O)C(=O)O (stereo unspecified) | -4.9 |
| COc1ccc(OCCCC(=O)Nc2nc3ccc(S(C)(=O)=O)cc3s2)cc1 | -8.6 |
| O=C(NCCn1ccc2ccccc21)c1cc(Cl)ccc1[N+](=O)[O-] | 1.2 |
| O=C(NCc1cccnc1)c1cc(-c2ccccc2)on1 | 1.4 |
| COc1cccc(-n2nnnc2SCC(=O)c2cc(OC)ccc2OC)c1 | 8.3 |
| C#CC(C)(C)NC(=O)COC | -5.5 |
| CC(Cl)=CCNCc1ccco1 | 1.9 |
| Cc1ccc(C(=O)NCC2CCCO2)cc1[N+](=O)[O-] (stereo unspecified) | -2.1 |
| CC1CCCC(NC(=O)c2cnn3c(C(F)(F)F)cc(-c4ccccc4)nc23)C1C (stereo unspecified) | -0.1 |
| Cc1ccc(OCC(=O)Nc2ccccc2)c(Br)c1 | 0.1 |
| COc1ccc(-c2nnc(SCC(=O)/C(C#N)=C(\C)N)o2)cc1 | -3.6 |
| Cc1cc(OCC(=O)Nc2nc(-c3ccccc3)cs2)cc(C)c1Cl | -25.1 |
| COc1cc(-c2nn3c(Cc4ccccc4)nnc3s2)cc(OC)c1OC | -4.7 |
| CCOc1ccccc1NC(=O)c1c(NC(=O)c2ccccc2F)sc2c1CCC2 | -3.9 |
| Cc1ccccc1NS(=O)(=O)c1ccc(F)cc1 | -1.4 |
| COc1ccc(Nc2nc(N)nc(SCc3nnc(C)s3)n2)cc1 | 1.8 |
| Cc1cc(C(F)(F)F)nn1CC(=O)Nc1ccc([N+](=O)[O-])cc1Cl | -11.3 |
| CC1=C(C(=O)OC(C)C)C(c2cccc([N+](=O)[O-])c2)NC(=O)N1 (stereo unspecified) | -3.0 |
| COc1cccc(-c2nnc(SCC(=O)Nc3cc(C)ccc3OC)n2N)c1 | 3.6 |
| CCOC(=O)c1cnc2ccc(OCC)cc2c1Nc1ccc(Cl)cc1C | 2.4 |

Continued:
SMILES	14-3-3 PPI
CCOC(=O)c1ccccc1NC(=O)c1cn(CC)c2nc(C)ccc2c1=O	6.8&-1.5
COCCNC(=O)C(C)OC(=O)c1cc2occc2n1C (stereo unspecified)	-3.3
COc1ccc(OCc2nc(C#N)c(NCc3ccco3)o2)cc1	-10.5
COc1ccc(CC(=O)Nc2sc3c(c2C(=O)Nc2ccccc2C)CCCCC3)cc1	-22.6
Cc1ccc2nc(N3CCOCC3)c3nncn3c2c1	6.3
CCOc1ccc(NC2=CC(=NS(=O)(=O)c3ccccc3)c3ccccc3C2=O)cc1	-11.6
CC(C)OCCCNC(=O)C1CCC(=O)N1C1CCCC1 (stereo unspecified)	-2.8
COC(=O)COc1ccc(S(=O)(=O)Nc2ccccc2C(=O)OC)cc1	1.8
CC(C)OCCCNC(=O)C1CCN(S(C)(=O)=O)CC1	3.0
Cc1cccc(N=c2oc3c(C)ncc(CO)c3cc2C(=O)Nc2ccccc2C)c1	1.2
Cc1ccc(NC(=O)N2CCC(C(=O)NCc3ccccc3)CC2)cc1	-3.4
CC(=O)Oc1ccc(N(C(C)=O)S(=O)(=O)c2ccccc2)cc1Cl	-10.4
COC(=O)C(O)(c1ccc(O)c2ccccc12)C(F)(F)F (stereo unspecified)	0.5
C=CCn1c(=O)c2ccccc2n2c(SCC(=O)NCc3cccs3)nnc12	2.0
O=C(CSc1ncnc2sc3c(c12)CCC3)Nc1ccc2c(c1)OCCO2	-13.1
O=C1Nc2ccc(Br)cc2C(O)(C(=O)NC2CC2)N1c1ccccc1 (stereo unspecified)	-0.8
CCCCC(=O)NCCNc1nc2c(c(=O)n(C)c(=O)n2C)n1Cc1ccc(F)cc1	2.4
CCOC(=O)c1oc2ccccc2c1NC(=O)c1cc(OC)cc(OC)c1	2.0
O=C(Oc1cccc(NC2=NS(=O)(=O)c3ccccc32)c1)c1ccccc1	-13.0
CCCCNc1c(NC(C)=O)c(=O)oc2ccccc12	1.3

Reprinted at random: two compounds from above
SMILES	14-3-3 PPI
COC(=O)c1[nH]c2cc(OC)ccc2c1NC(=O)CCN1CCCCC1	0.6
COc1cccc(C2CC(c3ccc(Cl)cc3)=NC(c3cccc(F)c3)N2)c1O (stereo unspecified)	5.0

(continued)
SMILES	14-3-3 PPI
O=C(Nc1ccc([N+](=O)[O-])cc1)c1cccc(S(=O)(=O)N2CCCCC2)c1	-12.3
N#CC1=C(N)NC(SCC(=O)O)=C(C#N)C12CCCC2	-40.4
Cc1c(Cl)cccc1NC(=O)c1cc(-c2ccc(F)cc2)on1	-13.5
O=C(CC1N=C2c3ccccc3N=C(SCC(=O)c3ccccc3)N2C1=O)NCc1ccccc1 (stereo unspecified)	-9.8
COc1ccc(-c2nc(NC(=O)c3cc(C(C)(C)C)nn3C)sc2C)cc1	-10.7
CCN(CC)C(=O)c1[nH]c(C)c(C(C)=O)c1C	-0.1
CC(C)(C)n1nc2c(c1NC(=O)c1ccc([N+](=O)[O-])cc1)CSC2	10.3
C=CCOC(=O)CC(NC(=O)c1ccccc1)c1ccccc1 (stereo unspecified)	5.3
COc1ccc(C(=O)Oc2ccc(NC(=O)Cc3nn(C)c(=O)c4ccccc34)cc2)cc1	-6.1
Cc1ccc2nc(-c3ccc(NC(=O)c4cc5ccccc5o4)cc3)sc2c1	-25.8
Cc1noc(C)c1C(=O)NC1CCCc2ccccc21 (stereo unspecified)	0.5
COc1ccc2cc3cc(C(=O)N4CCN(c5ccccc5F)CC4)sc3nc2c1	-2.0
CCCCn1c(SC)nc2sc3c(c2c1=O)CCC3	-4.9
O=S(=O)(c1cccc(-c2nc3n(n2)Cc2ccccc2-3)c1)N1CCCC1	-4.6
CCN1C(=O)C2(C(C#N)=C(N)Oc3n[nH]c(COC)c32)c2ccccc21 (stereo unspecified)	6.3
COc1ccc(S(=O)(=O)CCC(=O)Nc2ccc(Br)c(C)c2)cc1	0.8
